BioA inh – inhibitors of Mycobacterium tuberculosis BioA enzyme. purified M. tuberculosis BioA enzyme, plate reader. inhibition, % at 9.99 µM. 360,000 compounds, 0.096% hits; in the data active = inhibition above about 40%; inconclusive = no clear call, values can overlap the other calls
BoNT A protease – blocks Botulinum neurotoxin A light chain protease; multiplex microsphere protease substrate cleavage, flow cytometry; inhibition, % at 10 µM; 360,000 compounds, 0.17% hits; note: plate controls were buffer without enzyme for full effect and enzyme alone for no effect
Anthrax LF prot – inhibitors of Bacillus anthracis lethal factor protease; multiplex microsphere protease cleavage assay, LF; inhibition, % at 10 µM; 360,000 compounds, 0.12% hits; P15917; note: plate controls were buffer without enzyme for full effect and enzyme alone for no effect
BoNT F protease – BoNT F light chain protease inhibition | Multiplex microsphere protease cleavage assay, flow cytometry | inhibition, % at 10 µM | 360,000 compounds, 0.22% hits; in the data active = inhibition above about 35%, passing the limit was not always enough; inconclusive = no clear call, values can overlap the other calls; note: plate controls were buffer without enzyme for full effect and enzyme alone for no effect
PfHsp40 yeast – compounds rescuing yeast from Plasmodium falciparum HSP40 toxicity; 340,000 compounds, 0.68% hits; growth rescue, % at 12.5 µM; AID 504582; S. cerevisiae expressing PfHsp40, growth rescue, ATP luminescence; in the data active = growth rescue above about 28%, passing the limit was not always enough; inconclusive = no clear call, values can overlap the other calls;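 note: yeast W303a lacking pdr1 and pdr3 grown in galactose medium; growth measured after three days at 30 °C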
Mtb FBA inh – Mtb fructose-bisphosphate aldolase inhibition; purified M. tuberculosis FBA, fluorescence read-out; inhibition, % at 1 µM; 360,000 compounds, 2.3% hits; AID 588726; in the data active = inhibition above about 27%;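 note: 0% = vehicle and 100% = reference inhibitor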
Target sequence (P9WQA3 whole entry, looked up): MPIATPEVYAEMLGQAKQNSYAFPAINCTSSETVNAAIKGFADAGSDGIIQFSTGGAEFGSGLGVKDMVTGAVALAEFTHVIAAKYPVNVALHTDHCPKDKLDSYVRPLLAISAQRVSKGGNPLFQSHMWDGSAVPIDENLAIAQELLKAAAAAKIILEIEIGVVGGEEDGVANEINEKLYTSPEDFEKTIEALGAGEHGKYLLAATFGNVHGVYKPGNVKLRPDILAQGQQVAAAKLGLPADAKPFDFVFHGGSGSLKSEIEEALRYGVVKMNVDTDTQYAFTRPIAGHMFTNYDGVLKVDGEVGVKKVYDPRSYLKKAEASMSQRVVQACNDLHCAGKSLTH
FadD28 FP inh – blocks FadD28 binding to the bisubstrate probe. fluorescence polarization. AID 588549. inhibition, % at 12.5 µM. 360,000 compounds, 0.22% hits; in the data active = inhibition above about 8.5%, passing the limit was not always enough; inconclusive = no clear call, values can overlap the other calls
Mtb UGM inh – Mtb UDP-galactopyranose mutase inhibition; 320,000 compounds, 0.06% hits; inhibition, % at 10 µM; P9WIQ1; purified UGM, fluorescence polarization probe displacement; in the data active = inhibition above about 10%, passing the limit was not always enough; inconclusive = no clear call, values can overlap the other calls
Target sequence (P9WIQ1 whole entry, looked up): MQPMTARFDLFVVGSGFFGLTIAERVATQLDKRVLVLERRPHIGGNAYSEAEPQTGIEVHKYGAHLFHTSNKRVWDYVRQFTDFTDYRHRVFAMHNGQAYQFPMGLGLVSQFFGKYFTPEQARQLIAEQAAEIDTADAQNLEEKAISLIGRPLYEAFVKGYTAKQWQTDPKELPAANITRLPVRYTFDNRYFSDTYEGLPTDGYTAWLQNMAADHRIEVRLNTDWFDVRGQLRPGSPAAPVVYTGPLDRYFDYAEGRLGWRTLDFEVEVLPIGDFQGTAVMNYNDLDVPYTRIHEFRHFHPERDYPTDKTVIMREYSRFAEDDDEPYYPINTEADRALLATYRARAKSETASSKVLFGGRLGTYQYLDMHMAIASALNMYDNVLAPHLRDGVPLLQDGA
GDH-TPI inh – GDH-TPI coupled enzyme inhibition counter-screen; GDH-TPI coupled enzyme counterscreen, NADH absorbance; inhibition, % at 4.8 µM; 360,000 compounds, 1.2% hits; AID 588335; in the data active = inhibition above about 30%;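 note: 0% = DMSO wells and 100% = wells lacking the enzyme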
Starred values were filed as active, the others as inactive; ? = inconclusive; / = not tested or not shown. Cut-off read from the data, not from the text of the source, unless noted: active = inhibition above about 30%; inconclusive = no clear call, values can overlap the other calls; inactive = below that.

| Molecule | BioA inh | BoNT A protease | Anthrax LF prot | BoNT F protease | PfHsp40 yeast | Mtb FBA inh | FadD28 FP inh | Mtb UGM inh | GDH-TPI inh |
| --- | --- | --- | --- | --- | --- | --- | --- | --- | --- |
| Cc1cc(C(=O)N/N=C/c2cccnc2)c2ccccc2n1 | 9.5 | -3.0 | 0 | -2 | -0.7 | -5 | / | 1.5 | -10 |
| COc1ccc(C)cc1N(C(=O)c1ccco1)C(C(=O)NC1CCCC1)c1cc(OC)c(OC)c(OC)c1 (configuration not stated) | 2.3 | 3.4 | -6 | -14 | 0.2 | 0 | -4.5 | 0.0 | -11 |
| CSc1nc2ccccc2n1C(=O)NC1CCCCC1 | 3.3 | 0.0 | 5 | 0 | -0.2 | 2 | -0.8 | -1.2 | -7 |
| CCC(C)NC(=O)C1c2ccccc2C(=O)N(c2ccc(OC)cc2)C1c1ccc(OC)cc1 (configuration not stated) | / | -0.7 | 0 | -16 | 2.2 | 3 | -3.4 | 1.1 | -3 |
| CCC(=O)Nc1cccc(NC(=S)NC(=O)c2ccc(Cl)cc2Cl)c1 | / | 0.1 | 0 | 2 | 3.1 | -1 | -0.7 | -1.6 | -1 |
| CCOC(=O)c1c(C)[nH]c(C)c1C(=O)COC(=O)c1cc(OC)cc(OC)c1 | / | -1.8 | -8 | -10 | 2.2 | 2 | -1.8 | -0.1 | 3 |
| Cc1c(Br)cccc1NC(=O)C1(C)CCN1C(C)C (configuration not stated) | 0.7 | -0.5 | 0 | 2 | / | -3 | -3.4 | / | -5 |
| Cc1cccc(OCCNC(=O)c2cccc(Oc3ccc(C(F)(F)F)cc3[N+](=O)[O-])c2)c1 | / | -0.4 | -3 | -8 | 0.1 | -3 | -0.6 | 0.8 | 15 |
| COc1ccc(CC(=O)Nc2ccc(/C(C)=N/NC(=O)c3ccc(OC)cc3OC)cc2)cc1 | -0.3 | -0.1 | -2 | 7 | -0.5 | -1 | -4.0 | 0.8 | 11 |
| Cc1c2cc[n+](CCN3CCCCC3)cc2c(C)c2c1[nH]c1ccc(O)cc12 | / | -0.4 | -84 | -158 | 53* | 0 | -1.4 | / | 10 |
| CC1CN(/C(=N\S(=O)(=O)c2ccccc2)c2ccccc2)CC(C)O1 (configuration not stated) | / | -0.4 | -1 | -1 | -0.5 | 4 | -2.0 | 1.4 | 4 |
| CN1C(=O)c2ccc(NC(=O)c3c(F)c(F)c(F)c(F)c3F)cc2C1=O | -0.2 | 0.4 | -3 | -6 | 0.2 | 37* | 0.2 | 4.1 | 10 |
| O=C(c1[nH]c(C(F)(F)F)nc1-c1ccccc1)N1CCC2(CC1)C(=O)NCN2c1ccccc1 | -0.5 | -0.3 | 0 | -1 | / | 1 | -4.7 | / | / |
| O=C(O)CSc1nnc(-c2ccccc2)o1 | -0.2 | -0.1 | 2 | 6 | -0.3 | 1 | -1.0 | -0.9 | -2 |
| COc1ccc(C2CC3(CC(C)(C)NC(=O)N3)Oc3cc(O)ccc32)cc1 (configuration not stated) | 1.3 | 1.3 | 0 | 1 | 0.1 | 4 | -14 | 1.0 | 7 |
| C=CCn1c(O)c(C(C)=Nc2cccc(C(F)(F)F)c2)c(=O)[nH]c1=O | / | -2.1 | 1 | ? | -1.6 | 0 | -0.1 | 3.6 | 17 |
| COc1ccc(NC(=O)C2CCCN(S(=O)(=O)c3ccc(C)cc3)C2)cc1OC (configuration not stated) | / | -0.2 | -3 | 6 | -0.1 | -3 | -3.1 | -0.1 | 2 |
| Cc1cccc(-n2c(SCC(=O)c3c(N)n(C4CC4)c(=O)[nH]c3=O)nnc2N2CCOCC2)c1 | 3.0 | 3.2 | 1 | 0 | -0.3 | -4 | -1.8 | -3.6 | 0 |
| Cc1ccc(S(=O)(=O)CC(=O)Nc2nnc(C(C)(C)C)s2)cc1 | 4.2 | -1.0 | 7 | -19 | -1.0 | 3 | 0.1 | 2.1 | -4 |
| Cc1ccc(/C=C/C(=O)N2CCN(c3ccc(F)cc3)CC2)o1 | 1.1 | 0.0 | 1 | 6 | 2.6 | 58* | -4.8 | 2.5 | 15 |
| Cn1c(=O)c2c(nc(N3CCOCC3)n2CCSc2ncccn2)n(C)c1=O | -4.3 | -0.8 | -4 | -4 | -0.8 | 1 | 0.8 | 1.5 | 7 |
| CCC(=O)N1CCc2cc(Br)cc(S(=O)(=O)CCC(=O)NCCOC)c21 | -0.5 | -2.1 | -10 | -16 | 0.0 | 1 | -2.3 | -1.8 | -10 |
| OCC1(CCc2ccccc2)CCN(Cc2cc(F)ccc2-n2cccn2)CC1 | 0.8 | -0.5 | -4 | -7 | 2.4 | -1 | -2.4 | 0.7 | 8 |
| CC(OC(=O)c1ccc(CN2CCCC2=O)cc1)C(=O)Nc1ccc(Cl)cc1 (configuration not stated) | -0.6 | 0.0 | -7 | 4 | -1.6 | 2 | -0.6 | 7.9 | -7 |
| CN1/C(=C\C(=O)C[n+]2ccc3ccccc3c2)C(C)(C)c2ccccc21 | / | 11 | 3 | -3 | -0.3 | -5 | -1.8 | / | 21 |
| CCOC(=O)N/N=C(C)/C=C/c1ccco1 | -4.7 | -0.7 | -1 | -6 | 0.1 | 4 | 0.0 | -1.2 | 23 |
| COC(=O)C1=C(c2ccc(C(C)=O)cc2)C[C@@H]2CC[C@H]1N2C(=O)NC(C)C | 1.8 | 0.3 | 2 | -2 | -1.1 | 1 | -2.1 | -0.8 | -3 |
| CCn1c(CNc2nc(-c3ccccc3)cs2)nnc1SCC(=O)NCc1ccco1 | / | 0.0 | -2 | 5 | -0.1 | -1 | -0.8 | / | 6 |
| O=c1cc(N2CCCCC2)c2ccccc2o1 | -0.4 | -1.5 | -4 | 0 | -0.5 | -1 | -0.6 | -0.4 | 0 |
| CS(=O)(=O)N1CCN(C(=O)c2ccc3c(c2)OCCO3)CC1 | -0.6 | 0.3 | 4 | ? | -0.5 | 1 | -2.2 | -0.9 | 0 |
| CCOc1ccccc1NC(=O)Cn1nnc(C(=O)Nc2ccccc2Cl)c1N | -2.3 | -0.8 | -7 | 17 | -0.5 | 5 | -2.3 | / | 1 |
| O=c1cc(CSc2nnc(NC3CCCCC3)s2)nc2sccn12 | -1.6 | -0.7 | 0 | 0 | -1.2 | 3 | -2.4 | -0.6 | 4 |
| O=C(CCN(CCO)Cc1ccccc1)Nc1ccc(Br)cc1 | 10.0 | -1.4 | -4 | -8 | 0.2 | 4 | -1.2 | -0.1 | -2 |
| COc1ccccc1N1C(=O)c2cccc3c(C(=O)O)ccc(c23)C1=O | -8.1 | -2.2 | -3 | -3 | 0.0 | 1 | 1.0 | -1.7 | 24 |
| CCC(Oc1ccccc1)C(=O)N(C)CC(=O)N(CC(C)C)c1c(N)n(CC(C)C)c(=O)[nH]c1=O (configuration not stated) | / | / | / | / | -1.0 | 5 | -2.1 | 2.0 | 7 |
| O=C(CC1CCS(=O)(=O)C1)NC1CCCCC1 (configuration not stated) | 0.9 | -0.6 | 2 | 13 | -0.9 | 0 | -4.5 | -1.3 | 9 |
| COc1ccc(NS(=O)(=O)c2cc(NC(=O)CNC(=O)c3ccc(C)s3)ccc2Cl)cc1 | / | 0.1 | -2 | -1 | 1.9 | -2 | -3.2 | / | 1 |
| CC(=O)N=C1C=CC(=CN(O)C(C)(C)Cc2ccccc2)C=C1 | 1.1 | -0.2 | -4 | 8 | -1.5 | -1 | 1.2 | 1.2 | 10 |
| COc1cccc(NC(=O)N2CCC(n3nnc4ccccc43)CC2)c1 | 4.2 | 16 | 7 | -19 | 0.2 | -2 | -3.0 | 1.0 | -3 |
| CC(=O)c1c(C)[nH]c(C(=O)NCCc2cccc(C)c2)c1C | 0.7 | -0.7 | 2 | -10 | -0.2 | 0 | -1.3 | -1.4 | 3 |
| COC(=O)C1=C(C)N=C2SC(C#N)=C(N)N2C1c1cc(OC)c(OC)c(OC)c1 (configuration not stated) | -3.8 | -0.2 | -3 | 4 | 0.7 | -8 | -3.1 | -3.3 | 7 |
| Nn1c(SCC(=O)Nc2nccs2)nnc1-c1cccnc1 | 0.8 | 0.1 | -10 | -1 | 1.7 | 3 | -1.9 | 1.6 | -2 |
| CN(C)c1ccc(C=Nc2ccc(N(C)C)cc2)cc1 | -1.6 | 0.6 | -8 | -31 | -0.1 | -1 | -1.0 | -0.2 | 32* |
| COc1ccc(S(=O)(=O)Nc2cc(C)ccn2)cc1 | 1.4 | 0.2 | 2 | -11 | -1.1 | 12 | 0.3 | -1.3 | -2 |
| CC(=O)c1cccc(NC(=O)CN2C(=O)COc3ccc(S(=O)(=O)N4CCOCC4)cc32)c1 | -1.7 | 0.1 | 2 | -1 | -0.3 | 1 | 0.9 | -1.1 | 10 |
| CC(=O)Nc1c(O)nc(SC/C=C/CSc2nc(O)c(NC(C)=O)c(=O)[nH]2)[nH]c1=O | / | -0.3 | 9 | 2 | -2.2 | -4 | 0.5 | 1.4 | -4 |
| CCOc1ccc(C(=O)N2CCN(c3cccc(Cl)c3)CC2)cc1 | / | -0.7 | -7 | -2 | 0.0 | -1 | -1.2 | 2.3 | 1 |
| CC1=C(C(=O)N2CCOCC2)CC(CC(=O)NCc2ccco2)C(=O)N1Cc1ccc(C(C)(C)C)cc1 (configuration not stated) | -0.7 | -0.4 | -8 | 0 | / | -1 | -0.3 | / | 5 |

Molecules shown so far containing a halogen (14):
| Molecule | BioA inh | BoNT A protease | Anthrax LF prot | BoNT F protease | PfHsp40 yeast | Mtb FBA inh | FadD28 FP inh | Mtb UGM inh | GDH-TPI inh |
| --- | --- | --- | --- | --- | --- | --- | --- | --- | --- |
| CCC(=O)Nc1cccc(NC(=S)NC(=O)c2ccc(Cl)cc2Cl)c1 | / | 0.1 | 0 | 2 | 3.1 | -1 | -0.7 | -1.6 | -1 |
| Cc1c(Br)cccc1NC(=O)C1(C)CCN1C(C)C (configuration not stated) | 0.7 | -0.5 | 0 | 2 | / | -3 | -3.4 | / | -5 |
| Cc1cccc(OCCNC(=O)c2cccc(Oc3ccc(C(F)(F)F)cc3[N+](=O)[O-])c2)c1 | / | -0.4 | -3 | -8 | 0.1 | -3 | -0.6 | 0.8 | 15 |
| CN1C(=O)c2ccc(NC(=O)c3c(F)c(F)c(F)c(F)c3F)cc2C1=O | -0.2 | 0.4 | -3 | -6 | 0.2 | 37* | 0.2 | 4.1 | 10 |
| O=C(c1[nH]c(C(F)(F)F)nc1-c1ccccc1)N1CCC2(CC1)C(=O)NCN2c1ccccc1 | -0.5 | -0.3 | 0 | -1 | / | 1 | -4.7 | / | / |
| C=CCn1c(O)c(C(C)=Nc2cccc(C(F)(F)F)c2)c(=O)[nH]c1=O | / | -2.1 | 1 | ? | -1.6 | 0 | -0.1 | 3.6 | 17 |
| Cc1ccc(/C=C/C(=O)N2CCN(c3ccc(F)cc3)CC2)o1 | 1.1 | 0.0 | 1 | 6 | 2.6 | 58* | -4.8 | 2.5 | 15 |
| CCC(=O)N1CCc2cc(Br)cc(S(=O)(=O)CCC(=O)NCCOC)c21 | -0.5 | -2.1 | -10 | -16 | 0.0 | 1 | -2.3 | -1.8 | -10 |
| OCC1(CCc2ccccc2)CCN(Cc2cc(F)ccc2-n2cccn2)CC1 | 0.8 | -0.5 | -4 | -7 | 2.4 | -1 | -2.4 | 0.7 | 8 |
| CC(OC(=O)c1ccc(CN2CCCC2=O)cc1)C(=O)Nc1ccc(Cl)cc1 (configuration not stated) | -0.6 | 0.0 | -7 | 4 | -1.6 | 2 | -0.6 | 7.9 | -7 |
| CCOc1ccccc1NC(=O)Cn1nnc(C(=O)Nc2ccccc2Cl)c1N | -2.3 | -0.8 | -7 | 17 | -0.5 | 5 | -2.3 | / | 1 |
| O=C(CCN(CCO)Cc1ccccc1)Nc1ccc(Br)cc1 | 10.0 | -1.4 | -4 | -8 | 0.2 | 4 | -1.2 | -0.1 | -2 |
| COc1ccc(NS(=O)(=O)c2cc(NC(=O)CNC(=O)c3ccc(C)s3)ccc2Cl)cc1 | / | 0.1 | -2 | -1 | 1.9 | -2 | -3.2 | / | 1 |
| CCOc1ccc(C(=O)N2CCN(c3cccc(Cl)c3)CC2)cc1 | / | -0.7 | -7 | -2 | 0.0 | -1 | -1.2 | 2.3 | 1 |

Compound activity (PubChem BioAssay)
